# Source: PubChem BioAssay (The Scripps Research Institute Molecular Screening Center)
# HCV core dimer – blocks dimerization of HCV core protein; TR-FRET GST/Flag-core106 dimerization, 1536-well; inhibition, % at 5 µM; 300,000 tested, 0.33% active; AID 1899;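 active = inhibition above the mean of all tested compounds plus 3 SD, set per screening campaign, cut at about 45% in these data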
#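 Material: Tagged HCV core106 pair (GST and Flag) | Amount: GST-core106 13.5 nM, Flag-core106 17 nM | Medium: KF-containing HEPES buffer, pH 7.45, DTT, CHAPS, BSA | Reagent: Eu donor and XL665 acceptor anti-tag antibodies | Schedule: 4 h at 22.5 °C | Technique: Time-resolved FRET, ex 340 nm, em 617 and 671 nm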
# CTSL1 counter – counter-screen for PFM18AAP inhibitors: inhibitors of F. hepatica cathepsin L1; recombinant F. hepatica cathepsin L1, Z-Leu-Arg-MCA fluorescence; inhibition, % at 5.96 µM; 300,000 tested, 0.49% active; AID 1906;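 active = inhibition above the mean of all tested compounds plus 3 SD, set per screening campaign, cut at about 17% in these data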;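 note: 0% = plate median of test compound wells and 100% = 1 µM Z-Phe-Ala-diazomethylketone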
# PP5 primary – inhibitors of human protein phosphatase 5 (PP5); P53041; purified PP5c, OMFP substrate fluorescence; inhibition, % at 6.7 µM; 320,000 tested, 0.18% active;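 active = inhibition above the campaign's mean inhibition across all tested compounds plus 3 SD, cut at about 9.5% in these data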;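 note: 0% = DMSO only and 100% = 100 µM cantharidin control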
# PP1 counter – counter-screen for PP5 inhibitors: inhibitors of human PP1-alpha; P62136; purified PP1alpha, OMFP fluorescence; inhibition, % at 6.7 µM; 320,000 tested, 0.9% active; AID 2235;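 active = inhibition above the mean inhibition of all tested compounds plus 3 SD, computed separately for each screening campaign, cut at about 15% in these data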
# Target sequence (P62136 whole entry, looked up): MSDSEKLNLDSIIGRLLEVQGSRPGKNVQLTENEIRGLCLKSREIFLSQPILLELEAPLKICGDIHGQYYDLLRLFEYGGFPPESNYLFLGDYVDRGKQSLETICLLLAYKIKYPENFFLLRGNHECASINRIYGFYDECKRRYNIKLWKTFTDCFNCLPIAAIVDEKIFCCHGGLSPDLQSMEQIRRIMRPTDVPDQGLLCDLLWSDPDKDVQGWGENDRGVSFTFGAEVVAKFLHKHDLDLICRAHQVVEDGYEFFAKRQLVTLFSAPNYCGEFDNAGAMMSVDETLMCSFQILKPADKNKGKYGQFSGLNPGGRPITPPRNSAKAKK
# AHR act – activates the human aryl hydrocarbon receptor. P35869. AHR-responsive luciferase reporter cells, luminescence. activation, % at 5 µM. 320,000 tested, 2.5% active. AID 2796; in the data active = activation above about 47%;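 note: 0% = vehicle wells and 100% = reference agonist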
# procasp7 counter – activates human procaspase-7, counter-screen for procaspase-3 activators; P55210; recombinant procaspase-7, Ac-DEVD-pNA absorbance 405 nm; D23A/D198A/D206A triple mutant, cannot self-cleave; scale: DMSO 0, 5 µM enzyme 100; activation, % at 8.5 µM; 330,000 tested, 0.093% active; AID 463210;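 active = percent activation above the screen-wide mean plus 3 SD, cut at about 25% in these data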
# Target sequence (P55210 whole entry D23A/D198A/D206A): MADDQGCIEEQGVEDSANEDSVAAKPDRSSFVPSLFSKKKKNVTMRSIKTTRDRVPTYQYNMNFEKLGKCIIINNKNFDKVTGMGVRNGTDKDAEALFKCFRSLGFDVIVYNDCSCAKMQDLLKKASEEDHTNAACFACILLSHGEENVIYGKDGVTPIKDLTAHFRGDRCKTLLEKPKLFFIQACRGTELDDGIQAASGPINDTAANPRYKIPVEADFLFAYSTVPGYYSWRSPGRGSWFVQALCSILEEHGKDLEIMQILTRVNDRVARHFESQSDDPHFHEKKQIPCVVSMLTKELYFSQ
#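 Material: Procaspase-7 triple mutant (PC-7 D3A) | Quantity: 2 µM procaspase-7 mutant as dispensed | Reagent: DEVD-pNA substrate | Times: 1 h preincubation, 2 h reaction | Technique: 405 nm absorbance of p-nitroaniline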
# proCasp3 act – procaspase-3 (human) activation. P42574. recombinant procaspase-3 D3A, Ac-DEVD-pNA absorbance 405 nm. AID 463141. 330,000 tested, 0.11% active. activation, % at 8.5 µM;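 active = activation above the mean of all tested compounds plus 3 SD, cut at about 21% in these data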;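 note: 0% = DMSO alone and 100% = DMSO wells spiked with extra 5 µM PC-3 D3A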
# Target sequence (P42574 whole entry D9A/D28A/D175A): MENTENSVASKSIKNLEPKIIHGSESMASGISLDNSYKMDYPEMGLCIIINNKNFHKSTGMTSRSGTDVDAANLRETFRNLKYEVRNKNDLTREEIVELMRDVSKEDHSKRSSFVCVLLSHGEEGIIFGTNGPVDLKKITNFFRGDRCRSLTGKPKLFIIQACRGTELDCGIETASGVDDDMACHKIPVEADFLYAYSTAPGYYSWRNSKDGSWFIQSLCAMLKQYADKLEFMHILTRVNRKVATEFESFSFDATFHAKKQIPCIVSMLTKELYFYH
#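 Compound: 8.5 µM single point, 0.8% DMSO / Material: Autoprocessing-dead procaspase-3 D3A mutant enzyme / Timing: 1 h preincubation plus 2 h reaction at 25 °C / Medium: Zinc-free HEPES/NaCl buffer with 0.01% Triton X-100 at pH 7.4 / Technique: 405 nm absorbance of p-nitroaniline, reads at 0 and 120 min / Repeats: one well per compound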
# PAFAH2 FP inh – PAFAH2 (human) inhibition; Q99487; recombinant PAFAH2, FP-rhodamine activity probe, fluorescence polarization; inhibition, % at 3.39 µM; 340,000 tested, 0.99% active; AID 492956;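 active = inhibition above the mean over all tested compounds plus 3 SD, cut at about 30% in these data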;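 note: inhibitors block probe labeling of enzyme so polarization drops; 0% = enzyme with DMSO and 100% = wells lacking PAFAH2 protein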
# TPT1 inh – C. albicans TPT1 enzyme inhibition. recombinant caTPT1, FP RNA substrate dephosphorylation. inhibition, % at 5 µM. 300,000 tested, 0.81% active. AID 1962;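 active = inhibition above the mean of all tested compounds plus 3 SD, set per screening campaign, cut at about 24% in these data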;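 note: plate controls were DMSO alone for no effect and ferristatin control at 100 nM for full effect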
# * marks the source's active call; other numbers are inactive results; / = no result given.
SMILES,HCV core dimer,CTSL1 counter,PP5 primary,PP1 counter,AHR act,procasp7 counter,proCasp3 act,PAFAH2 FP inh,TPT1 inh
O=C(CSc1nc(-c2cccs2)cc(C(F)(F)F)n1)Nc1cc(OCC(F)(F)C(F)F)cc([N+](=O)[O-])c1,16,3,2.9,-1,1,-1,-7,-52,1
COc1ccc(/C=C(\C#N)C(=O)NCC2CCCO2)cc1OC (configuration not stated),-2,0,3.5,0,1,-2,7,0,-4
COc1ccc(N2CCN(C(c3ccc4ncccc4c3)c3nnnn3C(C)(C)C)CC2)cc1 (configuration not stated),6,0,-1.8,-2,-1,3,1,1,-5
COc1ccc(NC(=O)COC(=O)C2CC(=O)N(c3ccc(OC(C)C)cc3)C2)cc1 (configuration not stated),11,-14,3.5,-1,-2,-5,0,2,-3
COc1ccc(NC(=O)N(Cc2cccnc2)Cc2ccccc2Cl)c(OC)c1,2,0,0.7,3,6,4,-1,/,-2
CCOC(=O)c1nnn(CC(=O)Nc2cccc(OC)c2)c1C(=O)OCC,-2,-1,-0.7,-4,12,1,6,0,0
CSc1ccccc1C(=O)C1CCCN(C(=O)c2cncs2)C1 (configuration not stated),3,0,-1.9,-1,19,7,-6,5,-3
O=C(Nc1c(-c2cccs2)nc2ccccn12)c1ccc2ccccc2c1,1,3,3.2,-5,16,-15,-11,/,0
Cc1cc(/C=C2\SC(=Nc3ccc(F)cc3)NC2=O)c(C)n1-c1ccc(S(N)(=O)=O)cc1,38,7,3.2,0,-6,-13,-18,10,17
O=C(Nc1nnc(S(=O)(=O)N2CCCCCC2)s1)c1ccc(Cl)cc1,9,-2,0.2,1,2,0,1,0,-1
COc1cc(CNc2ccccc2Oc2cc(=O)n(C)c(=O)n2C)cc(OC)c1OC,-10,-6,3.4,-12,1,1,1,9,-1
CC(=O)N1c2ccc(S(=O)(=O)N3CCC(C(=O)Nc4ccc(C)cn4)CC3)cc2CC1C (configuration not stated),-3,-3,0.1,-7,0,6,4,8,-2
Cc1nc(C)c(C(=O)NCc2ccc(Cl)cc2)o1,-1,-3,2.6,1,1,7,11,-9,1
CCc1ccc(C2CC(c3ccco3)=NN2S(C)(=O)=O)cc1 (configuration not stated),0,0,2.9,-5,4,3,-2,10,3
O=C(Nc1ccc(N2CCN(c3ncccc3C(F)(F)F)CC2)nc1)c1cccs1,-2,6,3.3,1,-3,9,-5,4,-5
CCOC(=O)CCCCCC(=O)Nc1ccc2c(c1)C(=O)N([C@H](C)CO)C[C@@H](C)[C@H](CN(C)S(=O)(=O)c1cn(C)cn1)O2,/,/,/,/,0,12,-1,8,/
COc1ccccc1CNC(=O)c1ccc2nc(N3CCOCC3)sc2c1,-10,1,0.2,1,14,6,-1,-1,2
CN(CC(=O)Nc1ccc(F)cc1)CC(=O)N1CCCCC1,/,/,-0.1,0,3,5,3,2,/
CC(=O)O[C@H]1[C@@H](O)[C@H](O)[C@H](Oc2c(O)c(C)c3c4c2[C@@H](C)CC[C@@H]4[C@@H](C)C[C@H]3C=C(C)C)O[C@H]1C,/,/,/,/,24,8,-12,-4,/
CC(=O)Nc1ccc(S(=O)(=O)N2CCN(S(=O)(=O)N3CCCCC3)CC2)cc1,-3,-1,0.1,-3,-1,-3,-1,1,-9

# Quoted from above (16 entries):
SMILES,HCV core dimer,CTSL1 counter,PP5 primary,PP1 counter,AHR act,procasp7 counter,proCasp3 act,PAFAH2 FP inh,TPT1 inh
COc1ccc(NC(=O)N(Cc2cccnc2)Cc2ccccc2Cl)c(OC)c1,2,0,0.7,3,6,4,-1,/,-2
CCOC(=O)c1nnn(CC(=O)Nc2cccc(OC)c2)c1C(=O)OCC,-2,-1,-0.7,-4,12,1,6,0,0
CSc1ccccc1C(=O)C1CCCN(C(=O)c2cncs2)C1 (configuration not stated),3,0,-1.9,-1,19,7,-6,5,-3
O=C(Nc1c(-c2cccs2)nc2ccccn12)c1ccc2ccccc2c1,1,3,3.2,-5,16,-15,-11,/,0
Cc1cc(/C=C2\SC(=Nc3ccc(F)cc3)NC2=O)c(C)n1-c1ccc(S(N)(=O)=O)cc1,38,7,3.2,0,-6,-13,-18,10,17
O=C(Nc1nnc(S(=O)(=O)N2CCCCCC2)s1)c1ccc(Cl)cc1,9,-2,0.2,1,2,0,1,0,-1
COc1cc(CNc2ccccc2Oc2cc(=O)n(C)c(=O)n2C)cc(OC)c1OC,-10,-6,3.4,-12,1,1,1,9,-1
CC(=O)N1c2ccc(S(=O)(=O)N3CCC(C(=O)Nc4ccc(C)cn4)CC3)cc2CC1C (configuration not stated),-3,-3,0.1,-7,0,6,4,8,-2
Cc1nc(C)c(C(=O)NCc2ccc(Cl)cc2)o1,-1,-3,2.6,1,1,7,11,-9,1
CCc1ccc(C2CC(c3ccco3)=NN2S(C)(=O)=O)cc1 (configuration not stated),0,0,2.9,-5,4,3,-2,10,3
O=C(Nc1ccc(N2CCN(c3ncccc3C(F)(F)F)CC2)nc1)c1cccs1,-2,6,3.3,1,-3,9,-5,4,-5
CCOC(=O)CCCCCC(=O)Nc1ccc2c(c1)C(=O)N([C@H](C)CO)C[C@@H](C)[C@H](CN(C)S(=O)(=O)c1cn(C)cn1)O2,/,/,/,/,0,12,-1,8,/
COc1ccccc1CNC(=O)c1ccc2nc(N3CCOCC3)sc2c1,-10,1,0.2,1,14,6,-1,-1,2
CN(CC(=O)Nc1ccc(F)cc1)CC(=O)N1CCCCC1,/,/,-0.1,0,3,5,3,2,/
CC(=O)O[C@H]1[C@@H](O)[C@H](O)[C@H](Oc2c(O)c(C)c3c4c2[C@@H](C)CC[C@@H]4[C@@H](C)C[C@H]3C=C(C)C)O[C@H]1C,/,/,/,/,24,8,-12,-4,/
CC(=O)Nc1ccc(S(=O)(=O)N2CCN(S(=O)(=O)N3CCCCC3)CC2)cc1,-3,-1,0.1,-3,-1,-3,-1,1,-9

# Remaining list, next part:
SMILES,HCV core dimer,CTSL1 counter,PP5 primary,PP1 counter,AHR act,procasp7 counter,proCasp3 act,PAFAH2 FP inh,TPT1 inh
CN(C)S(=O)(=O)N1CCN(C(=O)N2CCOCC2)CC1,-1,0,0.7,-1,-1,6,5,10,-2
CC1CCCC(NC(=O)COC(=O)c2ccccc2NC(=O)c2ccco2)C1C (configuration not stated),2,1,-2.0,-2,-1,-2,3,-10,-1
Cc1ccc(C=NCc2ccncc2)c(O)c1,-7,-5,1.9,-1,13,-6,3,4,-1
Cc1cc2c(Nc3cccc(O)c3)ncnc2s1,-10,-8,2.3,-1,0,5,-8,-4,-1
O=C(Nc1ccccc1)Nc1nccs1,2,-2,-1.1,4,4,5,-4,1,-3
COc1ccc(C(=O)N/C(=C/c2ccccc2F)C(=O)NCCN2CCOCC2)cc1OC,4,5,-0.8,-3,-1,5,0,-1,1
CN1/C(=C\C(=O)c2cccs2)Sc2ccccc21,6,1,-0.3,-3,77*,-44,-42,0,3
Cc1cc(Cl)ccc1OCC(=O)OCC(=O)NC1CCCC1,/,/,1.8,3,0,6,-1,-2,/
Cc1cc(NC(=O)C23CCC(C)(C(=O)O2)C3(C)C)no1 (configuration not stated),-6,2,1.9,-10,3,3,-1,1,3
O=C1N[C@@H](c2ccccc2)COC(=O)[C@@H](Cc2ccc(F)cc2)CC/C=C/C[C@H]1CC(=O)N(CCO)Cc1ccccc1,/,/,/,/,0,-5,-5,6,/
Cc1cc(C)n2ncc(/C(N)=N/OC(=O)Nc3ccc(Cl)cc3)c2n1,-3,-2,3.7,-4,7,4,7,/,0
O=C(Nc1ccc(C(=O)O)cc1)/C(=C\c1ccc(F)cc1)NC(=O)c1ccco1,-8,4,-2.2,-2,0,-1,-2,-10,0
CN1CCN(C(=S)Nc2ccc(Cl)c(Cl)c2)CC1,0,-8,2.1,-2,2,-4,-6,-4,-4
CN(C)CCCn1c(SCC(=O)Nc2nc(-c3cccc(Br)c3)cs2)nc2ccccc2c1=O,-4,1,2.7,9,6,9,-1,-7,1
C[C@@H]1CCC2[C@](C)(CO)[C@@H](O)CC[C@]2(C)[C@@]12C[C@](CO)(CC(=O)O)CO2 (some centres not stated),-3,-4,-0.6,-3,-1,11,7,-1,-2
O=C(CSc1nc2ccccc2s1)Nc1ncccn1,-4,-5,-0.2,5,18,4,0,3,-1
CCN1C(=O)[C@H]2[C@@H](c3ccc(-c4cccc(Cl)c4)c(OC)c3)N[C@@](C)(C(=O)OC)[C@H]2C1=O,0,-17,3.2,-1,-2,5,-5,0,2
COc1ccc(-n2c(SCC(=O)N(C)c3ccccc3)nc3c([nH]c4ccccc43)c2=O)cc1OC,12,1,3.6,8,13,2,2,11,0
CCc1ccc(NC(=O)CN(C(=O)N2CCN(CC)CC2)S(=O)(=O)c2ccc(C)cc2)cc1,1,3,-0.5,1,-3,0,-1,3,0
CCOC(=O)C1C(=O)OC2(CCCC2)C1C(=O)OCC (configuration not stated),-4,8,4.4,-9,-2,-3,1,-4,-2
Cc1ccc(N2C(=O)c3ccccc3C(C)(C)C2=O)cc1,-13,-2,2.2,0,-1,-5,-4,-1,-2
COc1ccc2[nH]c3c(NCCCOC(C)C)ncnc3c2c1,-2,0,1.2,-4,16,2,-2,6,-1
CCCc1cc(C(=O)Nc2ccc(C)cc2)no1,-8,-1,0.4,9,0,1,10,-7,-6
Cc1ccc(C)c(N2CCN(c3ncccc3[N+](=O)[O-])CC2)c1,2,1,0.1,-2,1,4,3,2,-2
COc1ccc(S(=O)(=O)N(CC(=O)N2CCN(c3ccccc3OC)CC2)c2ccccc2)cc1,-2,4,3.8,-3,1,4,0,9,1

# Among those listed so far, 2 contain a CF3 group.
SMILES,HCV core dimer,CTSL1 counter,PP5 primary,PP1 counter,AHR act,procasp7 counter,proCasp3 act,PAFAH2 FP inh,TPT1 inh
O=C(CSc1nc(-c2cccs2)cc(C(F)(F)F)n1)Nc1cc(OCC(F)(F)C(F)F)cc([N+](=O)[O-])c1,16,3,2.9,-1,1,-1,-7,-52,1
O=C(Nc1ccc(N2CCN(c3ncccc3C(F)(F)F)CC2)nc1)c1cccs1,-2,6,3.3,1,-3,9,-5,4,-5
